# RXFP1 antagonist: blocks the human relaxin receptor RXFP1; AID 1259400; HEK293-RXFP1, relaxin-stimulated cAMP HTRF, 30 min; stronger effect = lower value; 350,000 tested, 0.59% active; activity change, negative = inhibition, % at 57.5 µM; Q9HBX9;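 active means activity change of -60% or lower, but not beyond a set lower limit; inconclusive means change between -60% and -40%, or beyond the set limit; inactive means change above -40%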; further: on the % scale 0 is the no-effect control and ±100 the full control effect
# Target sequence (Q9HBX9 whole entry, looked up): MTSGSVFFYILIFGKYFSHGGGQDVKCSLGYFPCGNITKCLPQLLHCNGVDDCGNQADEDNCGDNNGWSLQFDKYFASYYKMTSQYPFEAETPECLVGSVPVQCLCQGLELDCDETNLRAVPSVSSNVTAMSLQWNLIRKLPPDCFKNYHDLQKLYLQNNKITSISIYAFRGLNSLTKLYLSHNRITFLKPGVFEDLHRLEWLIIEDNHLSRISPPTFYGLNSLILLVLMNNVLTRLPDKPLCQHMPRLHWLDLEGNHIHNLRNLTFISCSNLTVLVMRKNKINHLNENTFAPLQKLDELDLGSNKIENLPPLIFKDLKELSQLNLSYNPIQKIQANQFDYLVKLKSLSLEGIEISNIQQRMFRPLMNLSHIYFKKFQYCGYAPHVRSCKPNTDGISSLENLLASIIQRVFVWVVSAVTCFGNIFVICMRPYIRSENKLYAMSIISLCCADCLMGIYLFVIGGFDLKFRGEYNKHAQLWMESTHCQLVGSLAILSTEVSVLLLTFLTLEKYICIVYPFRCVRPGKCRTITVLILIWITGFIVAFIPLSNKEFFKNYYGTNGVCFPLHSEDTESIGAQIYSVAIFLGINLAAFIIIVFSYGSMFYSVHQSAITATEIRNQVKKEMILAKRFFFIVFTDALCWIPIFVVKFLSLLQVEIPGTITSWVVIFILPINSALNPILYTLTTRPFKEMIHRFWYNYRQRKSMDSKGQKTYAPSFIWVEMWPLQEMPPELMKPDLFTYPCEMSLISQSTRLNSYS
# APE1 inh: blocks human APE1 abasic DNA cleavage | P27695 | recombinant APE1, TAMRA/BHQ-2 abasic DNA cleavage fluorescence | Potency, µM (highest dose often 65.8 µM), for inactives: top-dose activity change, negative = inhibition, actives largely listed as inhibitors | 350,000 tested, 0.35% active | AID 2517;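 further: potency means the concentration at half of the fitted maximal effect; plate controls were vehicle for no effect and reference inhibitor for full effect; nearly all actives have a fitted effect of over 55% in size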
#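 Substrate: short duplex with […] THF abasic site, 5'-TAMRA and 3'-BHQ-2, 50 nM final. APE1 at 0.75 nM, preincubated 15 min RT with compound. Fluorescence increase from first to third read measured activity.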
# Tb PGK inh: inhibitors of T. brucei phosphoglycerate kinase | PGK/GAPDH coupled, Kinase-Glo luminescence, 60 min | Potency, µM (doses to about 57.5 µM), inactives show at the top dose activity change, negative = inhibition, hits mostly inhibitors | 380,000 tested, 0.043% active | AID 602233; further: potency means the concentration at half of the fitted maximal effect; on the % scale 0 is the no-effect control and ±100 the full control effect; nearly all actives have a fitted effect of over 60% in size
#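 Recombinant glycosomal PGK reaction used 1,3-bisphosphoglycerate generated in-well by GAPDH (100nM final) in 100mM TEA pH 7.6, 5mM MgCl2, 0.01% Tween-20. After 60 minutes at room temperature, ATP was read by Kinase-Glo Plus luminescence end-point.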
# Pol eta inh: blocks human DNA polymerase eta activity. Q9Y253. recombinant Pol eta, fluorescent DNA replication assay. Potency, µM (series often up to 114 µM), without a hit: at the highest dose activity change, negative = inhibition, hits mostly inhibitors. 390,000 tested, 1.2% active; further: potency means the concentration at half of the fitted maximal effect; on the % scale 0 is the no-effect control and ±100 the full control effect
#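 Fluorescent replication assay: 50 nM final substrate added after a 15 min room-temperature compound preincubation with 10 nM enzyme. Signal taken at 0 min and again at 10 min.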
# Pol kappa inh: DNA polymerase kappa (human) inhibition | Potency, µM (top dose mostly 107 µM), without a hit: top-dose activity, negative = inhibition, actives largely listed as inhibitors | purified Pol kappa, fluorescent DNA synthesis assay, 10 min | Q9UBT6 | 400,000 tested, 0.53% active; further: potency means the concentration at half of the fitted maximal effect; on the % scale 0 is the no-effect control and ±100 the full control effect
#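 Fluorescent qHTS in 1536-well format: enzyme (10 nM) and compound sat 15 min at room temperature before 50 nM substrate (final) was added. Signal taken at 0 and 10 min; no-enzyme buffer wells were negative controls.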
# Pol beta inh: blocks human DNA polymerase beta activity | AID 485314 | P06746 | Pol beta primer extension/strand displacement, fluorescence kinetic | Potency, µM (titrated, usually from 114 µM), for inactives: at the highest dose activity change, negative = inhibition, actives largely listed as inhibitors | 340,000 tested, 1.3% active; further: potency means the concentration at half of the fitted maximal effect; on the % scale 0 is the no-effect control and ±100 the full control effect
#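 Reaction started by 50 nM substrate onto compound-treated Pol beta (10 nM, 15 min preincubation, room temperature); plates read at 0 min and 10 min. Normalized concentration-effect data fitted by four-parameter Hill equation.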
# Apoferritin bind: binds horse apoferritin like a general anesthetic | AID 485281 | Potency, µM (titrated, usually from 77.5 µM), inactives show at the top dose activity change, negative = displacement, usual class: inhibitors | apoferritin/1-aminoanthracene competitive binding, fluorescence | 350,000 tested, 0.074% active; further: potency means the concentration at half of the fitted maximal effect; on the % scale 0 is the no-effect control and ±100 the full control effect; nearly all actives have a fitted effect of over 20% in size
# Target sequence (P02791 2-175 limits assumed): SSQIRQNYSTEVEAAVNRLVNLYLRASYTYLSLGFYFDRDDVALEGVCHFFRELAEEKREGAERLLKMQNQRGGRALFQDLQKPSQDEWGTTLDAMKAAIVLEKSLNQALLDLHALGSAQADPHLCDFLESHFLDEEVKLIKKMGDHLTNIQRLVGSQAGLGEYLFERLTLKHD
#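 Horse-spleen apoferritin (10 uM) in 50% saturated 1-aminoanthracene in PBS was incubated 10 min at room temperature with compound. Fluorescence (ex 380, em 535 nm) was normalized to free and bound 1-AMA, with concentration-response fitted by a four-parameter Hill equation.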
# POLI inh: DNA polymerase iota (human) inhibition; Pol iota fluorescent replication assay, 10 min; Potency, µM (titrated, usually from 115 µM), inactives show at the top dose activity, negative = inhibition, hits mostly inhibitors; 390,000 tested, 1% active; AID 588590; further: potency means the concentration at half of the fitted maximal effect
#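 Pol iota at 10 nM preincubated 15 min with compounds at room temperature; reaction started with fluorescent substrate, 50 nM final. Fluorescence read kinetically at 0 and 10 min; buffer-only wells as negative control.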
# BLM helicase inh: blocks DNA unwinding by human BLM helicase; recombinant BLM DNA unwinding, fluorescence dequenching; P54132; 350,000 tested, 0.2% active; Potency, µM (top dose mostly 56.1 µM), inactives show at the top dose activity change, negative = inhibition, actives largely listed as inhibitors; AID 2528;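 further: potency means the concentration at half of the fitted maximal effect; plate controls were vehicle for no effect and no enzyme for full effect; nearly all actives have a fitted effect of over 35% in size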
# Numbers without * were called inactive; i = inactive; ? = inconclusive; nt = not tested or not shown; [ ] = remark or other dose. Unless noted, the call rests on the fitted dose curve; in most records, active means well fitted curve in the direction sought with a large enough effect; inconclusive means small, poorly fitted or top-dose-only effect, or another doubt; inactive means no such curve, though single readings can be large; an effect the other way counts as inactive or inconclusive. Some of the compounds tested; the hit share may differ from the screen's.
# Under each structure – RXFP1 antagonist | APE1 inh | Tb PGK inh | Pol eta inh | Pol kappa inh | Pol beta inh | Apoferritin bind | POLI inh | BLM helicase inh
O=C(OCCN1CCOCC1)c1ccc2c(c1)OCCO2
  2 | 4% | -7% | 9% | 1% | 17% | -7% | -16% | 3%
O=C(COC(=O)C1(c2ccc(F)cc2)CCCC1)NCc1ccc2c(c1)OCO2
  -12 | 3% | -8% | -18% | -10% | 3% | ? | 6% | -6%
Cc1noc(C)c1COc1ccccc1C(=O)N(C)CC(=O)Nc1ccc(F)c(F)c1F
  7 | 2% | -9% | -21% | -5% | nt | nt | 43% | nt
COc1ccc(N(CCC#N)S(=O)(=O)c2cccc3nsnc23)cc1
  9 | 3% | -1% | 1% | -17% | 3% | -13% | 16% | 1%
COc1ccc(/C=C(\C)C(=O)c2c(C)cc(C)[nH]c2=O)cc1
  -5 | nt | -3% | -1% | -9% | nt | nt | 6%[58.9 µM] | nt
CC1=Nc2cc(C(=O)NCCCOC(C)C)ccc2Sc2ccccc21
  -11 | -8% | -1% | -22% | -3% | 14% | -12% | 40%[activator] | -2%
CCCCNc1cc(NC2CCCCC2)c2c3c(onc13)-c1ccccc1C2=O
  -15 | nt | -20% | 71µM* | -7% | ? | 52% | ? | -7%
COc1ccccc1-c1nc2cc3ccccc3cc2nc1-c1ccccc1OC
  10 | -2% | -2% | -1% | -19% | 2% | 3% | 60%[activator] | -15%
Cc1ccccc1OCC(=O)Nc1nc(-c2ccncc2)cs1
  -21 | 2% | -2% | -2% | -10% | nt | nt | 16% | nt
CCC(=Nc1ccc(N)cc1)C1=C(O)C(C(=O)OC)C(C)(C)CC1=O (stereo not given)
  8 | ? | -9% | 1% | ? | -1% | 218%[activator] | ? | ?
Cc1cccc2sc(NC(=O)CNS(=O)(=O)c3ccc(Br)s3)nc12
  -17 | -1% | -8% | -7% | -6% | 4% | -17% | -4% | -4%
CC(=O)Nc1ccc(S(=O)(=O)N2CCN(c3cccc(C)c3C)CC2)cc1
  6 | -5% | 8% | -13% | -17% | -2% | ? | 3% | 2%
CC(=O)Nc1ccc(C(=O)CSc2nccc(=O)[nH]2)cc1
  1 | 34% | -7% | -3% | -3% | 11% | 1% | -8% | 4%
CN(Cc1ccc(F)cc1)C(=O)C(c1ccccc1)c1ccccc1
  -12 | -7% | i | -24% | 4% | 2% | -1% | -21% | 0%
CCc1ccccc1NS(=O)(=O)c1ccc2[nH]cc(C(=O)N3CCCCC3)c(=O)c2c1
  0 | nt | -7% | 9% | -10% | 22µM* | -4% | ? | 6%
N#C/C(=C\c1ccc(-c2ccccc2)cc1)c1nc(-c2ccco2)cs1
  -8 | 7% | i | -15% | -14% | 24% | 1% | 6% | 3%
Cc1cc(C(=O)OCC(=O)N2CCN(c3ccccc3)CC2)c2ccccc2n1
  -1 | 19% | 7% | 0% | -6% | 12% | ? | 19% | -5%
COc1cc2c(c(OC)c1OC)-c1c(cc3c(c1OC)OCO3)C1OC2[C@@H](C)[C@H]1C (stereo not given in full)
  nt | -5% | -1% | -18% | 5% | 9% | 4% | -1% | -1%
Cc1ccc(C2/C(=C(/O)c3ccc(Br)cc3)C(=O)C(=O)N2Cc2ccco2)o1 (stereo not given)
  -6 | 1% | -2% | ? | -12% | ? | -14% | 8% | -6%
CCn1c(SCC(=O)N/N=C(\C)c2ccncc2)nnc1-c1ccccc1
  -19 | -11% | i | -17% | 2% | -1% | -11% | -15% | 2%

# 5 entries drawn at random from the list so far, as already listed:
# Under each structure – RXFP1 antagonist | APE1 inh | Tb PGK inh | Pol eta inh | Pol kappa inh | Pol beta inh | Apoferritin bind | POLI inh | BLM helicase inh
O=C(OCCN1CCOCC1)c1ccc2c(c1)OCCO2
  2 | 4% | -7% | 9% | 1% | 17% | -7% | -16% | 3%
COc1cc2c(c(OC)c1OC)-c1c(cc3c(c1OC)OCO3)C1OC2[C@@H](C)[C@H]1C (stereo not given in full)
  nt | -5% | -1% | -18% | 5% | 9% | 4% | -1% | -1%
CCn1c(SCC(=O)N/N=C(\C)c2ccncc2)nnc1-c1ccccc1
  -19 | -11% | i | -17% | 2% | -1% | -11% | -15% | 2%
COc1ccc(N(CCC#N)S(=O)(=O)c2cccc3nsnc23)cc1
  9 | 3% | -1% | 1% | -17% | 3% | -13% | 16% | 1%
N#C/C(=C\c1ccc(-c2ccccc2)cc1)c1nc(-c2ccco2)cs1
  -8 | 7% | i | -15% | -14% | 24% | 1% | 6% | 3%

# (listing goes on)
# Under each structure – RXFP1 antagonist | APE1 inh | Tb PGK inh | Pol eta inh | Pol kappa inh | Pol beta inh | Apoferritin bind | POLI inh | BLM helicase inh
N#C/C(=C\c1coc2ccccc2c1=O)C(N)=S
  -38 | 12% | -12% | -20% | -6% | 0% | -20% | 94%[activator] | -2%
CCN(C(=O)Cn1ccc(C(F)(F)F)n1)c1c(N)n(Cc2ccccc2)c(=O)[nH]c1=O
  3 | -10% | 3% | -6% | -1% | nt | nt | 23% | nt
CCOc1ccc(S(=O)(=O)n2ccc(C)n2)c2ccccc12
  -19 | -7% | -3% | -5% | -10% | -2% | 2% | 3% | -5%
CC1(C)NC(=O)N(CCCC(=O)Nc2ccc(C(F)(F)F)cc2)C1=O
  6 | 1% | i | -7% | -3% | nt | nt | 3% | nt
COC(=O)c1ccc(C(=O)OC)c(NC(=O)CN(C)Cc2ccccc2)c1
  -12 | -2% | -2% | -8% | -13% | 33% | -15% | 1% | -7%
CCC(Cc1ccccc1)NC(=O)Cn1ncc2c3ccccc3n(Cc3ccc(F)cc3)c2c1=O (stereo not given)
  0 | nt | -5% | -1% | 0% | 1% | -12% | -8% | 0%
CC(O)CNC1c2ccccc2CC1O (stereo not given)
  8 | nt | 1% | -8% | 4% | nt | nt | 27% | nt
Cn1cc([N+](=O)[O-])c(C(=O)N2CCCCCC2)n1
  -9 | 39%[activator] | 0% | -7% | 0% | 39% | -11% | 10% | -2%
O=C(c1ccc(NS(=O)(=O)c2cccc(C(F)(F)F)c2)cc1)N1CCCC1
  0 | 10% | -10% | -14% | -5% | 22% | -12% | 27% | 2%
CCn1c(SCC(=O)Nc2nnc(C)s2)nc2c(c1=O)SC(C)C2 (stereo not given)
  5 | -6% | -7% | -9% | -7% | -5% | -6% | -17% | 1%
C[C@]12CCC(=O)C=C1CCC1C2CC[C@@]2(C)C1CCC21OCCO1 (stereo not given in full)
  -13 | 7% | 8% | -1% | -26% | nt | nt | 10% | nt
CCCN1CCN(C(=O)CCNC(=O)Cn2cnc3ccccc3c2=O)CC1
  -17 | 31% | -2% | 0% | 7% | 45% | -1% | 0% | -5%
Cc1cc(NC(=O)/C(C#N)=C/c2ccc(-c3ccc(SC(F)F)cc3)o2)n(-c2ccccc2)n1
  -16 | -4% | i | -12% | 8% | 13% | 6% | -12% | -1%
O=C(NCCO)/C(=C\c1ccc2c(c1)OCO2)NC(=O)c1ccc(Br)cc1
  1 | 2% | i | -1% | -14% | 8% | 2% | 2% | -2%
Cn1ccnc1C1CCCCN1Cc1nc(-c2ccc(Cl)cc2)no1 (stereo not given)
  4 | 21% | i | -18% | -11% | 3% | -10% | 23% | -2%
CCCNC(=O)c1ccccc1NC(=O)C1=CSCCO1
  -1 | -4% | -6% | -6% | -11% | 2% | -1% | -17% | -3%
Cc1c(NC(=S)NC(=O)c2ccc(-c3ccc(Cl)cc3)o2)cccc1C(=O)O
  -7 | -5% | -12% | -19% | 6% | -8% | -6% | -17% | -4%
COCCCNC(=O)c1cn(Cc2c(F)cccc2Cl)nn1
  8 | 0% | -3% | -6% | 5% | -1% | -9% | 8% | 0%
COc1ccc(Cl)cc1NC(=O)COC(=O)C1CCCCC1
  -2 | 7% | 2% | -8% | -9% | nt | nt | 3% | nt
Cc1ccc(NC(=O)CN(C)S(=O)(=O)c2cnc[nH]2)c(C)c1
  3 | 56% | 3% | -5% | -11% | 4% | -3% | -5% | -1%

# (continued)
canonical_smiles | RXFP1 antagonist | APE1 inh | Tb PGK inh | Pol eta inh | Pol kappa inh | Pol beta inh | Apoferritin bind | POLI inh | BLM helicase inh
CC1(C)CC(=O)C(C=NCc2ccc3c(c2)OCO3)=C(O)C1 | -7 | 0% | -4% | -3% | -8% | 1% | 7% | -2% | 0%
Nc1cc(=O)[nH]c(SCC(=O)N2CCCc3ccccc32)n1 | 3 | -2% | -1% | -9% | -13% | -25% | -13% | 13% | 0%
CCCCn1nnc(NC(=O)COc2ccc(Cl)c(C)c2)n1 | -13 | -3% | 2% | -7% | -7% | 29% | ? | 15% | -6%
Cc1ccc(C(C)C)cc1OCCCCN1CCCC1 | -3 | ? | 5% | -13% | -6% | 3% | -7% | -4% | 4%
COc1ccccc1CN(CC(=O)NCc1ccc2c(c1)OCO2)C(=O)c1csnn1 | -3 | 1% | 13% | -20% | 4% | 17% | -11% | 20% | 5%
CC(Sc1nc2ccccc2s1)C(=O)N(C)Cc1ccccc1 (stereo not given) | -39 | -8%[12.4 µM] | -1% | -25% | -18% | ? | -11% | 126%[activator] | -2%
C/C=C/c1ccc(OCC(=O)Nc2ccc(OC)c(OC)c2)c(OC)c1 | -8 | 7% | -2% | -14% | 2% | 4% | -12% | 9% | -2%
CCSc1nnc(NC(=O)c2ccc(Br)s2)s1 | -15 | -1% | -11% | -2% | -2% | 26% | -3% | ? | -4%
O=C(CSc1nncn1-c1ccccc1F)NC1CC1 | 19 | 14% | -9% | -2% | 0% | nt | nt | 26% | nt

# Just APE1 inh, Pol kappa inh and Tb PGK inh, for some of the entries so far:
compound	APE1 inh	Pol kappa inh	Tb PGK inh
CC1(C)CC(=O)C(C=NCc2ccc3c(c2)OCO3)=C(O)C1	0%	-8%	-4%
CCCCn1nnc(NC(=O)COc2ccc(Cl)c(C)c2)n1	-3%	-7%	2%

# Screening data (PubChem)
